Source: PubChem BioAssay
SENP8 block-1 – inhibitors of human SENP8 protease; Q96LD8; inhibition, % at 20 µM; actives 0.64% (n = 360,000); recombinant SENP8, Nedd8 substrate fluorescence; AID 602440; in the data active means inhibition mostly above about 40%, no sharp cut-off; inactive means mostly below about 27%
Target sequence (Q96LD8 whole entry, looked up): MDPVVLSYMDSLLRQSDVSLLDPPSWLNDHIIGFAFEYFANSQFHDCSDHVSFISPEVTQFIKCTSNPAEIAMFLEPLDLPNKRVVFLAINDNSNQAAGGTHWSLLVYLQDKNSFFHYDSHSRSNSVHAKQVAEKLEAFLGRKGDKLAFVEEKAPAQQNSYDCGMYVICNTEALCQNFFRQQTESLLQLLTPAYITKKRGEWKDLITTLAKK
SENP7 inh – blocks the human protease SENP7; inhibition, % at 5 µM; recombinant SENP7, Z-RLRGG-aminoluciferin luminescence, 40 min; AID 434973; actives 1.5% (n = 330,000);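 active means inhibition above about 50% at the single test dose, limit read from the data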;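 further: plate controls were DMSO with enzyme for no effect and no enzyme buffer wells for full effect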
Target sequence (Q9BQF6 706-1050 limits assumed): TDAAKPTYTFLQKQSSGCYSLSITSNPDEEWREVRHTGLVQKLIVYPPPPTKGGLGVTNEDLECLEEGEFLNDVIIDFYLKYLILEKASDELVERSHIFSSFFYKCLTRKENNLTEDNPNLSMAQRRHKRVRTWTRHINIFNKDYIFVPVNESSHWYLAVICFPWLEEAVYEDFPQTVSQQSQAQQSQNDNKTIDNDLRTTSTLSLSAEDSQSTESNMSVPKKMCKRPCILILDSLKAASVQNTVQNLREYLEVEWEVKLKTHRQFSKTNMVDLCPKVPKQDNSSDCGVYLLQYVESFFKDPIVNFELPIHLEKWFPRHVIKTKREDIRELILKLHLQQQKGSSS
SENP6 block – SENP6 protease inhibition; inhibition, % at 10 µM; Q9GZR1; Recombinant SENP6 catalytic domain, aminoluciferin luminescence; actives 1.8% (n = 330,000);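 active means inhibition above about 50% at the single tested dose, limit read from the data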;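 further: plate controls were DMSO wells with enzyme for no effect and DMSO wells lacking enzyme for full effect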
Target sequence (Q9GZR1 628-1112 limits assumed): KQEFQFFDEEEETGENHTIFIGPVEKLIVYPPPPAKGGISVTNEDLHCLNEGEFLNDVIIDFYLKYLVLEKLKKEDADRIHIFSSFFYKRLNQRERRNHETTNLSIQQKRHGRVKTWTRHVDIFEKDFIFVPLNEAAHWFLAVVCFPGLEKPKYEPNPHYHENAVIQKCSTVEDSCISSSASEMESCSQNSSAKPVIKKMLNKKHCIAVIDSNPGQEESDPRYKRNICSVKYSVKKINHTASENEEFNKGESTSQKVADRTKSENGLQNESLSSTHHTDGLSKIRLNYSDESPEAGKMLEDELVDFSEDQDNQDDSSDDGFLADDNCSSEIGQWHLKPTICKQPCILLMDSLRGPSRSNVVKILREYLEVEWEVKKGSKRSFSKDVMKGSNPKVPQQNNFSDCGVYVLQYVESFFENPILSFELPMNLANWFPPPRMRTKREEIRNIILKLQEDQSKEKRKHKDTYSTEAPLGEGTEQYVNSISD
PfGluPho inh – PfG6PD (Plasmodium falciparum) enzyme inhibition | PfGluPho enzyme, NADPH resazurin-diaphorase fluorescence | inhibition, % at 20 µM | actives 0.78% (n = 350,000);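 active means inhibition reaching at least a set limit at 20 µM in the primary screen, cut at about 59% in these data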;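 further: 0% = DMSO wells with substrate and 100% = DMSO wells lacking glucose-6-phosphate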
HKDC1 inhibitor – blocks human hexokinase HKDC1 activity; recombinant HKDC1, G6PDH/diaphorase resazurin coupled fluorescence; inhibition, % at 20 µM; actives 0.16% (n = 340,000);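 active means inhibition above about 35% when tested at 20 µM, limit read from the data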;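 further: plate controls were DMSO wells with enzyme for no effect and DMSO wells lacking enzyme for full effect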
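Material: recombinant HKDC1 hexokinase; Amount: HKDC1 at 5 µg/mL; Medium: Tris pH 8.0 buffer with MgCl2, Tween-20, BSA, BME; Schedule: 90 min reaction incubation at room temperature, dark; Technique: coupled resazurin fluorescence, excitation 525 nm, emission 613 nm.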
Apaf-1 inh – human Apaf-1 inhibition; AID 489030; actives 0.71% (n = 330,000); inhibition, % at 20 µM; reconstituted apoptosome caspase-3 activity, DEVD-Rh110 fluorescence; active means inhibition of at least 40% at 20 µM;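 further: plate controls were DMSO wells for no effect and DEVD-CHO caspase inhibitor wells for full effect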
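Material: reconstituted apoptosome with Apaf-1, cytochrome c, caspase-9, procaspase-3, dATP / Buffer or medium: pH 7.5 Hepes buffer with CHAPS, BSA, DTT / Also added: cytochrome c with DEVD-Rh110 / Schedule: compound with Apaf-1, dATP, procaspase-3 30 min, then 50 min reaction, room temperature / Technique: rhodamine 110 fluorescence at Ex 480/Em 540 nm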
SENP8 block-2 – SENP8 protease inhibition. purified SENP8, Z-RLRGG-aminoluciferin cleavage, luminescence. inhibition, % at 10 µM. AID 2540. actives 1.2% (n = 330,000); in the data active means inhibition above about 50%
SENP1 inh – inhibitors of human SENP1 SUMO protease catalytic domain | recombinant SENP1 catalytic domain, CyPet-SUMO1-YPet FRET cleavage | inhibition, % at 10 µM | actives 0.21% (n = 360,000) | AID 624204;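 active means inhibition at least 30% at 10 µM, raw YFP signal under a set limit, fluorescence ratio 0.5 to 1.5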;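 further: 0% = enzyme with DMSO and 100% = no enzyme wells; some results filed as inactive read as strong as hits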
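Test system: recombinant human SENP1 catalytic domain, His6-tagged / Medium: pH 8 Tris buffer with EDTA, NaCl, BME, BSA, NP40, catalase / Also added: SUMO1 FRET substrate flanked by Cypet and Ypet, 25 nM / Times: 50 min reaction at room temperature / Signal: FRET, CFP and YFP emission / Control set: no-enzyme low control and enzyme-plus-DMSO high control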
NALP3 yeast inh – inhibitors of NALP3 inflammasome in yeast; Yeast reconstituted NLRP3/ASC/caspase-1, beta-gal luminescence, 24 h; inhibition, % at 10 µM; actives 0.39% (n = 330,000);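 active means inhibition of 50% or more; inactive means inhibition below 50%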;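 further: plate controls were induced DMSO wells for no effect and uninduced yeast grown without galactose for full effect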
The depositor's hits bear a star.

What do the screens show for `CCC(C)NC(=O)C1CCCCN1S(=O)(=O)c1ccc(F)cc1` (stereo unspecified)?
SENP8 block-1: 8; SENP7 inh: 7; SENP6 block: -19; PfGluPho inh: 3; HKDC1 inhibitor: -9; Apaf-1 inh: -12; SENP8 block-2: 20; SENP1 inh: -1; NALP3 yeast inh: -2

What do the screens show for `Cc1ccc(Nc2nc(CSc3nnc(-c4ccncc4)n3C)cs2)cc1`?
SENP8 block-1: 15; SENP7 inh: 9; SENP6 block: 25; PfGluPho inh: 12; HKDC1 inhibitor: -6; Apaf-1 inh: 7; SENP8 block-2: 3; SENP1 inh: 3; NALP3 yeast inh: 2

How did CN(C)S(=O)(=O)NCCNC(=O)c1cc(OCC(F)(F)F)ccc1OCC(F)(F)F do in these assays?
SENP8 block-1: 6; SENP7 inh: -4; SENP6 block: -4; PfGluPho inh: -9; HKDC1 inhibitor: 0; Apaf-1 inh: 5; SENP8 block-2: -4; SENP1 inh: 1; NALP3 yeast inh: 0

Results for COc1ccc(C(=O)COC(=O)CCc2ccccc2)cc1 ?
SENP8 block-1: 2; SENP7 inh: -5; SENP6 block: -5; PfGluPho inh: -2; HKDC1 inhibitor: -5; Apaf-1 inh: -15; SENP8 block-2: 0; SENP1 inh: 2; NALP3 yeast inh: 6

Results for CC(C)(C)c1ccc(C(=O)N2CCN(c3ncccn3)CC2)cc1 ?
SENP8 block-1: -13; SENP7 inh: 1; SENP6 block: -2; PfGluPho inh: -5; HKDC1 inhibitor: -1; Apaf-1 inh: 6; SENP8 block-2: -1; SENP1 inh: 1; NALP3 yeast inh: 23

What do the screens show for `COc1ccc(N2CCN(C(=O)C3Cc4ccccc4CN3C(=O)c3ccccc3)CC2)cc1` (stereo unspecified)?
SENP8 block-1: -72; SENP7 inh: 5; SENP6 block: 6; PfGluPho inh: 7; HKDC1 inhibitor: 0; Apaf-1 inh: 9; SENP8 block-2: 0; SENP1 inh: -7; NALP3 yeast inh: 8

How did CCOC(=O)c1cc(-c2csc(N/N=C/c3ccccc3Cl)n2)on1 do in these assays?
SENP8 block-1: -171; SENP7 inh: 4; SENP6 block: -13; PfGluPho inh: -24; HKDC1 inhibitor: 2; Apaf-1 inh: -7; SENP8 block-2: 8; SENP1 inh: -65; NALP3 yeast inh: 20

How did Cc1ccc(-c2ccc(SCC(=O)N3CCc4ccccc43)nn2)cc1 do in these assays?
SENP7 inh: -2; SENP6 block: -7; Apaf-1 inh: -6; SENP8 block-2: 6; NALP3 yeast inh: 25

How did COc1ccccc1-c1ccc(SCC(=O)NCCc2ccccc2)nn1 do in these assays?
SENP8 block-1: 1; SENP7 inh: 6; SENP6 block: 1; PfGluPho inh: -6; HKDC1 inhibitor: -5; Apaf-1 inh: 4; SENP8 block-2: 0; SENP1 inh: 3; NALP3 yeast inh: 10

Results for O=C(COC(=O)c1cncc(Br)c1)NCc1ccc(F)cc1 ?
SENP8 block-1: 13; SENP7 inh: 6; SENP6 block: 9; PfGluPho inh: -4; HKDC1 inhibitor: -2; Apaf-1 inh: -14; SENP8 block-2: -3; SENP1 inh: -9; NALP3 yeast inh: -6

Results for O=C(CSc1nc2nc3c(cc2c(=O)n1-c1ccccc1)CCCC3)Nc1ccccc1 ?
SENP8 block-1: 1; SENP7 inh: 4; SENP6 block: 16; PfGluPho inh: 6; HKDC1 inhibitor: -10; Apaf-1 inh: 6; SENP8 block-2: 6; SENP1 inh: -39; NALP3 yeast inh: 8

What do the screens show for `O=C(NC1CCCCC1)C(c1ccc(Cl)cc1)N1CCC2(CC1)OCCO2` (stereo unspecified)?
SENP8 block-1: 20; SENP7 inh: -1; SENP6 block: -10; PfGluPho inh: -2; HKDC1 inhibitor: -2; Apaf-1 inh: 8; SENP8 block-2: -2; SENP1 inh: 1; NALP3 yeast inh: -2

How did Cc1cccc(NC(=S)N2CCCCCC2)c1 do in these assays?
SENP8 block-1: 7; SENP7 inh: 1; SENP6 block: 0; PfGluPho inh: -16; HKDC1 inhibitor: 11; Apaf-1 inh: -4; SENP8 block-2: -2; SENP1 inh: 0; NALP3 yeast inh: 2

How did O=C(O)c1ccc([N+](=O)[O-])cc1 do in these assays?
SENP8 block-1: 8; PfGluPho inh: -9; HKDC1 inhibitor: -2; SENP1 inh: 3

How did COc1cccc(/C=N/NC(=O)c2ccccc2N(Cc2ccccc2)S(=O)(=O)c2ccccc2)c1OC do in these assays?
SENP8 block-1: -22; SENP7 inh: 16; SENP6 block: 4; PfGluPho inh: 14; HKDC1 inhibitor: -1; Apaf-1 inh: 14; SENP8 block-2: -2; SENP1 inh: 0; NALP3 yeast inh: 22

Results for COCc1c(C(=O)N/N=C(/C)c2ccccc2)nnn1-c1nonc1N ?
SENP8 block-1: 3; SENP7 inh: 8; SENP6 block: -12; PfGluPho inh: 1; HKDC1 inhibitor: -8; Apaf-1 inh: -1; SENP8 block-2: -8; SENP1 inh: 1; NALP3 yeast inh: 6

What do the screens show for `CC(C)(C)c1ccc(-c2noc(CCC(=O)NCc3ccco3)n2)cc1`?
SENP8 block-1: 10; SENP7 inh: 23; SENP6 block: -21; PfGluPho inh: 8; HKDC1 inhibitor: 3; Apaf-1 inh: -2; SENP8 block-2: 19; SENP1 inh: 3; NALP3 yeast inh: 24

What do the screens show for `COc1cccc(-c2nc(CS(=O)(=O)CC(=O)NCCCc3ccccc3)c(C)o2)c1`?
SENP8 block-1: 22; SENP7 inh: -4; SENP6 block: -9; PfGluPho inh: -1; HKDC1 inhibitor: -2; Apaf-1 inh: 18; SENP8 block-2: 3; SENP1 inh: 0; NALP3 yeast inh: -3

How did COc1ccc(CCNC(=O)/C=C/C(=O)O)cc1OC do in these assays?
SENP8 block-1: 2; SENP7 inh: 4; SENP6 block: -3; PfGluPho inh: -3; HKDC1 inhibitor: -2; Apaf-1 inh: -5; SENP8 block-2: -1; SENP1 inh: 2; NALP3 yeast inh: 12

How did CCCC(O)(CCC)C(=O)NN(C(=O)CCl)c1cccc(C)c1 do in these assays?
SENP8 block-1: 18; SENP7 inh: 6; SENP6 block: -13; PfGluPho inh: -11; HKDC1 inhibitor: 3; Apaf-1 inh: -13; SENP8 block-2: 1; SENP1 inh: 0; NALP3 yeast inh: 7

How did N#Cc1ccsc1NC(=O)CSc1nncs1 do in these assays?
SENP8 block-1: -4; SENP7 inh: 97*; SENP6 block: 95*; PfGluPho inh: 10; HKDC1 inhibitor: -4; Apaf-1 inh: -16; SENP8 block-2: 95*; SENP1 inh: 14; NALP3 yeast inh: 14

What do the screens show for `N/C(=N/OC(=O)c1ccccc1Cl)c1nonc1N`?
SENP8 block-1: -1; SENP7 inh: 99*; SENP6 block: 97*; PfGluPho inh: 7; HKDC1 inhibitor: -1; Apaf-1 inh: 6; SENP8 block-2: 96*; SENP1 inh: 2; NALP3 yeast inh: 22

How did COc1ccc(-c2csc(NC(=O)CSc3n[nH]c(N)n3)n2)cc1 do in these assays?
SENP8 block-1: 9; SENP7 inh: 4; SENP6 block: -5; PfGluPho inh: 34; HKDC1 inhibitor: 2; Apaf-1 inh: -1; SENP8 block-2: 1; SENP1 inh: -1; NALP3 yeast inh: 12

Results for COc1cc(CN2CCC(n3nccc3NC(=O)c3ccc4c(c3)OCO4)CC2)ccc1O ?
SENP8 block-1: 9; SENP7 inh: -8; SENP6 block: -2; PfGluPho inh: 10; HKDC1 inhibitor: 3; Apaf-1 inh: -3; SENP8 block-2: 1; SENP1 inh: 1; NALP3 yeast inh: 5

Results for Cc1ccc(OC(=S)Nc2ccc(F)cc2)cc1 ?
SENP8 block-1: 3; SENP7 inh: 3; SENP6 block: 3; PfGluPho inh: 12; HKDC1 inhibitor: 2; Apaf-1 inh: 1; SENP8 block-2: -2; SENP1 inh: 2; NALP3 yeast inh: 6

How did Cc1c(O)ccc2cc(S(=O)(=O)c3ccccc3)c(=O)oc12 do in these assays?
SENP8 block-1: -291; SENP7 inh: -5; SENP6 block: 2; PfGluPho inh: -46; HKDC1 inhibitor: 1; Apaf-1 inh: 11; SENP8 block-2: -12; SENP1 inh: -23; NALP3 yeast inh: -47

What do the screens show for `CCC1CN(C(=O)N2CCC(C(=O)NCc3ccc(OC)cc3OC)CC2)c2ccccc2O1` (stereo unspecified)?
SENP8 block-1: 7; SENP7 inh: 11; SENP6 block: 13; PfGluPho inh: 7; HKDC1 inhibitor: 1; Apaf-1 inh: 0; SENP8 block-2: -9; SENP1 inh: -1; NALP3 yeast inh: 10

Results for COc1ccccc1-c1sc2ccccc2c1-c1ccc(OCCN2CCOCC2)cc1 ?
SENP8 block-1: -137; SENP7 inh: 7; PfGluPho inh: 15; HKDC1 inhibitor: 4; Apaf-1 inh: 27; SENP1 inh: 1

Results for COc1ccccc1CNC(=O)CCNC(=O)Cn1ccc2ccccc2c1=O ?
SENP8 block-1: -11; SENP7 inh: -5; SENP6 block: -2; PfGluPho inh: -9; HKDC1 inhibitor: -9; Apaf-1 inh: 0; SENP8 block-2: -4; SENP1 inh: -8; NALP3 yeast inh: -5

What do the screens show for `O=c1c2c([nH]c3ccccc13)CCCCC2`?
SENP8 block-1: 2; SENP7 inh: 2; SENP6 block: 82*; PfGluPho inh: -18; HKDC1 inhibitor: 3; Apaf-1 inh: -3; SENP8 block-2: -6; SENP1 inh: 3; NALP3 yeast inh: 2

What do the screens show for `COc1ccc(Cl)cc1NC(=O)COC(=O)CNC(=O)c1ccc([N+](=O)[O-])c(C)c1`?
SENP8 block-1: 16; SENP7 inh: -7; SENP6 block: -40; PfGluPho inh: 2; HKDC1 inhibitor: -7; Apaf-1 inh: 13; SENP8 block-2: -18; SENP1 inh: 4; NALP3 yeast inh: 17

How did CCOCCCNC(=S)N1CCCN(c2nc3cc(C)cc(C)c3cc2C#N)CC1 do in these assays?
SENP8 block-1: -395; SENP7 inh: -6; SENP6 block: -8; PfGluPho inh: 8; HKDC1 inhibitor: 18; Apaf-1 inh: 16; SENP8 block-2: -7; SENP1 inh: -45; NALP3 yeast inh: 5

How did COC(=O)c1ccc(CSc2n[nH]c(=S)s2)o1 do in these assays?
SENP8 block-1: 14; SENP7 inh: 4; SENP6 block: 11; PfGluPho inh: 21; HKDC1 inhibitor: 7; Apaf-1 inh: -1; SENP8 block-2: 13; SENP1 inh: -1; NALP3 yeast inh: 7

Taken from the results shown (2 entries):
How did CCOCCCNC(=S)N1CCCN(c2nc3cc(C)cc(C)c3cc2C#N)CC1 do in these assays?
SENP8 block-1: -395; SENP7 inh: -6; SENP6 block: -8; PfGluPho inh: 8; HKDC1 inhibitor: 18; Apaf-1 inh: 16; SENP8 block-2: -7; SENP1 inh: -45; NALP3 yeast inh: 5

How did COC(=O)c1ccc(CSc2n[nH]c(=S)s2)o1 do in these assays?
SENP8 block-1: 14; SENP7 inh: 4; SENP6 block: 11; PfGluPho inh: 21; HKDC1 inhibitor: 7; Apaf-1 inh: -1; SENP8 block-2: 13; SENP1 inh: -1; NALP3 yeast inh: 7
